# Screening results as filed in PubChem.
# CHX counter = counter-screen hit for Shiga toxin inhibitors, cycloheximide; cell reporter, cycloheximide protein synthesis inhibition counterscreen; max response, %; 12% of 300,000 active; in the data active means max response mostly above about 13%, no sharp cut-off; inactive means mostly below about 14%; further: read at 38.3 µM for the half of the compounds with a filed dose; 0% is about no effect
# Pf growth 96h = P. falciparum growth inhibition at 96 hour, primary screen for plastid delayed-death inhibitors. AID 504834. Potency, µM (titrated, usually from 28.7 µM), for the others: at the highest dose activity change, negative = inhibition, hits mostly inhibitors. P. falciparum luciferase reporter growth, 96 h. 6.9% of 320,000 active; further: potency means the concentration at half of the fitted maximal effect; on the % scale 0 is the no-effect control and ±100 the full control effect
#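 Cell-based qHTS: luciferase-tagged P. falciparum in erythrocytes (2% hematocrit, 0.05% parasitemia final) incubated with compounds for 96 hours, 37 C, 5% CO2; luciferase detection reagent then added and luminescence measured.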
# Sm TGR block = S. mansoni TGR enzyme inhibition. Q962Y6. purified TGR, DTNB reduction, TNB absorbance 405 nm. Potency, µM (titrated, usually from 114 µM), without a hit: top-dose activity change, negative = inhibition, actives largely listed as inhibitors. 3% of 360,000 active; further: potency means the concentration at half of the fitted maximal effect; on the % scale 0 is the no-effect control and ±100 the full control effect; nearly all actives have a fitted effect of over 60% in size
#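 TGR 20 nM + NADPH 100 uM (dispensed conc.), cpd preinc 15 min RT; start with NADPH (500 uM addition) then DTNB (15 mM addition). Kinetic TNB absorbance, 405 nm filter. Four-parameter Hill fit across titration.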
# FBPA Giardia inh = Giardia lamblia aldolase inhibition | A8B2U2 | purified Giardia FBPA | Potency, µM (titrated, usually from 59.6 µM), for inactives: at the top dose activity, negative = inhibition, usual class: inhibitors | 0.71% of 290,000 active | AID 2451; further: potency means the concentration at half of the fitted maximal effect; on the % scale 0 is the no-effect control and ±100 the full control effect; nearly all actives have a fitted effect of over 55% in size
# Target sequence (A8B2U2 whole entry, looked up): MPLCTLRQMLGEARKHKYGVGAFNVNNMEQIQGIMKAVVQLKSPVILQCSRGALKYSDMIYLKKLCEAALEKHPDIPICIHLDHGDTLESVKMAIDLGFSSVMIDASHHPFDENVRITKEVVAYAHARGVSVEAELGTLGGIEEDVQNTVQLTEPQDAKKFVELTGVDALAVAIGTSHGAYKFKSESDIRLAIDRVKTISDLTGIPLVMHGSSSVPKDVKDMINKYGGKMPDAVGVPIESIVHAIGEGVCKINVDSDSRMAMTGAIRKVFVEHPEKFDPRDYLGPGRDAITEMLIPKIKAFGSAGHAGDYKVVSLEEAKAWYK
#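 40 nM FBPA preincubated 10 min at RT with compound (up to 57.5 uM final), then substrate plus GAPDH/TPI/NAD/arsenate coupling and diaphorase/resazurin added. Fluorescence read after 20 min at RT, 525/598 nm.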
# Pf growth 48h = inhibits P. falciparum growth in the first generation, 48 h. P. falciparum luciferase growth in erythrocytes, 48 h. Potency, µM (doses to about 28.7 µM), without a hit: at the highest dose activity change, negative = inhibition, usual class: inhibitors. 5.9% of 310,000 active; further: potency means the concentration at half of the fitted maximal effect; on the % scale 0 is the no-effect control and ±100 the full control effect
#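 Firefly luciferase activity from engineered P. falciparum reports growth; inhibitors lower the luminescent signal. Cultures contained 2% hematocrit erythrocytes at 0.1% final parasitemia.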
# Shiga toxin inh = blocks Shiga toxin action in Vero cells | inhibition, % at 38.7 µM | 9.2% of 290,000 active | Vero cells, Shiga toxin protein synthesis inhibition reporter; in the data active means inhibition mostly above about 28%, no sharp cut-off; inactive means mostly below about 43%; further: 0% is about no effect
# The depositor's hits bear a star; ? = inconclusive; . = not tested or not shown; & = joins results of further samples; [ ] = dose if it differs, or a comment. Unless noted, the call rests on the fitted dose curve; in most records, active means well fitted curve in the direction sought with a large enough effect; inconclusive means small, poorly fitted or top-dose-only effect, or another doubt; inactive means no such curve, though single readings can be large; an effect the other way counts as inactive or inconclusive.
SMILES,CHX counter,Pf growth 96h,Sm TGR block,FBPA Giardia inh,Pf growth 48h,Shiga toxin inh
O=C(NNc1c(Cl)cccc1Cl)c1ccno1,-1,18%,-8%,0%,9%,6
COc1cc(OC)cc(C(=O)N[C@H](C(=O)OCC(=O)NC(=O)NC(C)(C)C)C(C)C)c1,-1,20%,-3%,0%,0%,4
O=C(Nc1ccc(N2CCN(C(=O)c3ccccc3)CC2)cc1)c1ccc2c(c1)OCO2,14,-5%,16%,.,?,-10
O=C(COc1cccc(Cl)c1)Nc1ccc2c(c1)CCC2,38*,0%,-9%,-4%,55%[activator],78*
O=C(Cc1ccccc1F)Nc1ccc2c(c1)CCC2,28,200%[activator],2%,-12%,110%[activator],73*
COc1ccc(NC(=O)CN2CCc3ccccc3C2)cc1OC,-3,17%,4%,1%,?,-3
CC(=O)NS(=O)(=O)c1ccc(NC(=O)/C=C/c2ccc(C)o2)cc1,-2,4.7µM*,.,-20%,5%,-1
CN(C)P1(N(C)C)=Nc2c(c(N)nn2C)C(c2ccccc2)=N1,23,18%,1%,-20%,-7%,44
CCOC(=O)C1=C(C)N(C)C(=S)NC1c1ccc(Cl)cc1 (configuration not stated),-2,?,-12%,4%,?,0
Cc1cc(C)c(C)c(OCCCOc2cccc3cccnc23)c1,6,?,2%,4%,-20%,24
Cc1nc(NC(=O)C(C)Oc2cccc(Cl)c2)sc1C(=O)N(C)C (configuration not stated),11,13%,-4%,3%,32%[activator],46
c1ccc(Nc2nc(N3CCOCC3)nc(N3CCOCC3)n2)cc1,-1,-13%,-6%,3%,?,2

# Full records from above:
# `CN(C)P1(N(C)C)=Nc2c(c(N)nn2C)C(c2ccccc2)=N1` across the screens: CHX counter = 23; Pf growth 96h = 18%; Sm TGR block = 1%; FBPA Giardia inh = -20%; Pf growth 48h = -7%; Shiga toxin inh = 44
# `COc1cc(OC)cc(C(=O)N[C@H](C(=O)OCC(=O)NC(=O)NC(C)(C)C)C(C)C)c1` across the screens: CHX counter = -1; Pf growth 96h = 20%; Sm TGR block = -3%; FBPA Giardia inh = 0%; Pf growth 48h = 0%; Shiga toxin inh = 4

# Following part.
SMILES,CHX counter,Pf growth 96h,Sm TGR block,FBPA Giardia inh,Pf growth 48h,Shiga toxin inh
O=C(Nc1nc2ccccc2[nH]1)c1ccc(S(=O)(=O)N2CCOCC2)cc1,6,-2%,.,-14%,5%,22
COc1ccc(COC(=O)CCS(=O)(=O)c2ccc(C)cc2)cc1,.,60%[activator],-20%,.,-6%,.
COc1ccc(CNC(=O)CCCn2ncn3c(cc4occc43)c2=O)cc1,12,20%,4%,-10%,?,-5
COc1ccc(NC(=S)N(Cc2ccc(N(C)C)cc2)Cc2ccco2)cc1,14*,0.66µM*,-14%,0%,3%,17
COc1cc(C)nc(Oc2ccc(=O)n(C)n2)n1,-3,.,-6%,3%,5%,-8
O=C(CSc1ccc(Cl)cc1)NNC(=O)c1ccncc1,.,16%,-1%,.,12%,.
CSCC[C@H](NC(=O)N1CCn2c1nc1ccccc12)C(=O)NCc1ccco1,-11,20%,?,5%,5%,13
Fc1ccc(Nc2nnns2)cc1,-1,20%,0%,-4%,1%,-2
CCc1nc(SCC(=O)N2CCCC2)c2c(=O)n(C)c(=O)n(C)c2n1,-2,-14%,4%,.,-3%,-31
O=C1CSC(=S)N1/N=C/c1cc(Br)c(O)c(Br)c1,-2,?,20µM*,-28%,-2%,-13
N#Cc1ccc(CN2CCN(C(=O)CNS(=O)(=O)c3ccc4c(c3)OCCCO4)CC2)cc1,.,-43%,-2%,.,-21%,.
Cc1nc2sc(C(c3cccs3)N3CCN(c4ccccc4)CC3)c(O)n2n1 (configuration not stated),-2,6%,3%,3%,1%,-5
O=c1[nH]nc(Cc2ccc3ccccc3n2)c2ccccc12,28*,74%[activator],-2%,-2%,94%[activator],36*
CCOC(=O)C1=C(C)Nc2ccccc2N=C1N,12,38%[activator],-9%,1%,9%,31
Cc1cc(Cl)ccc1NC(=S)NCc1ccco1,1,3%,-27%,-2%,8%,-8
Cc1ccc(C2C3=C(CC(C)(C)CC3=O)NC3=C2C(=O)c2ccccc23)cc1 (configuration not stated),-3,1.9µM*,-24%,-15%,5.2µM*,-3
CN(C)/C=C/c1onc(-c2c(F)cccc2Cl)c1C#N,27*,6%,1%,-3%,16%,109*
O=C1CC(SC(=NCc2ccc3c(c2)OCO3)Nc2ccccc2)C(=O)N1 (configuration not stated),0,-17%,-2%,-8%,10%,15
CCN(CC(=O)Nc1c(F)cccc1F)C(=O)CCc1nc2ccccc2c(=O)[nH]1,.,-3%,1%,.,-14%,.
CCN(CC)c1cc2nc(C)n(Cc3ccccc3)c(=O)c2cc1NC(=O)C1CC1,-2,18%,0%,-1%,7.4µM*,1
O=C(c1c(O)c2ccccc2oc1=O)C1CCC1,-4,?,4%,-16%,1%,4
O=c1c2c3c(sc2n2cnnc2n1-c1ccccc1)N(Cc1ccccc1)CCC3,-2,4.1µM*,25µM*,-12%,?,-7
O=C(CCC(=O)NNC(=O)COc1ccc(Br)cc1)NCc1ccccc1,-1,21%,.,0%,-7%,12
COC(=O)c1[nH]c2cccc(C)c2c1NC(=O)CN1CCCc2ccccc21,-4,?,-21%,-1%,?,-8
O=C(CN1CCN(S(=O)(=O)c2ccccc2)CC1)N1CCCCC1,.,?,-1%,.,-3%,.
COc1ccc(-c2cc(-c3nnc(COC(=O)C4CC4)o3)c3ccccc3n2)cc1OC,0,?,1%,-1%,?,-3
COc1cc(C2C(C#N)=C(SC)NC3=C2C(=O)CCC3)ccc1O (configuration not stated),-1,-30%,-19%,3%,-16%,-23
CCNc1nc(Cl)nc(NNC(=O)C(C)Oc2ccccc2)n1 (configuration not stated),1,?,-24%,2%,12%,-9
NC1=NC(c2cn[nH]c2-c2ccc(F)cc2)n2c(nc3ccccc32)N1 (configuration not stated),4,49%[5.75 µM],-11%,1%,?,-4
COc1ccc(-c2cc(C(=O)Nc3ccc(Cl)cc3Cl)c3ccccc3n2)cc1OC,-1,1%,4%,4%,?,-7
N#Cc1cc(S(=O)(=O)c2ccc(Cl)cc2)c(N)[nH]c1=O,8,50%[1.15 µM],-2%,?,42%[1.15 µM],-9
COc1ccc(CCNC(=O)c2ccn[nH]2)cc1OC,2,?,3%,4%,17%,18
Cc1ccc(S(=O)(=O)N2CCOCC2)cc1C(=O)OC1CCOC1=O (configuration not stated),.,22%,-4%,.,31%[activator],.
CC(=O)Nc1ccc(NC(=O)c2cccc(S(=O)(=O)N(C)C3CCCCC3)c2)cc1,.,?,0%,.,7.4µM*,.
COCc1nnc(NC(=O)CC(C)c2ccccc2)s1 (configuration not stated),-3,17%,7%,-2%,4%,4
CCNC(=O)COC(=O)/C=C/c1cccs1,7,7%,-1%,6%,29%,4

# Taken from above:
# Value for O=C(CN1CCN(S(=O)(=O)c2ccccc2)CC1)N1CCCCC1 under Sm TGR block: -1%
# Value for COc1ccc(CCNC(=O)c2ccn[nH]2)cc1OC under Pf growth 48h: 17%
# Value for CCNC(=O)COC(=O)/C=C/c1cccs1 under FBPA Giardia inh: 6%
# Value for COCc1nnc(NC(=O)CC(C)c2ccccc2)s1 (configuration not stated) under Pf growth 96h: 17%
# Value for CC(=O)Nc1ccc(NC(=O)c2cccc(S(=O)(=O)N(C)C3CCCCC3)c2)cc1 under Sm TGR block: 0%

# Later entries:
SMILES,CHX counter,Pf growth 96h,Sm TGR block,FBPA Giardia inh,Pf growth 48h,Shiga toxin inh
CC(C)CC1C(C#N)=C(N)Oc2n[nH]c(-c3ccccc3)c21 (configuration not stated),-2,?,-17%,-20%,-17%,-4
CCOC(Cn1c(SCc2cc(C(C)=O)ccc2OC)nc2ccccc2c1=O)OCC,-2,452%[activator],-10%,5%,18%,-12
COc1ccc(CC(=O)N/N=C\c2cc(Br)c(O)c(Br)c2)cc1,-4,?,-21%,2%,7%,-7
O=C(O)CSc1nnc(Cc2ccccc2)n1Cc1ccccc1,0,-2%,0%,19%,-2%,2
Cc1occc1C(=O)NNC(=S)NCc1ccc(Cl)cc1,28*,18%,7%,1%,31%[activator],28
Cc1nnc(NC(=O)c2c(-c3ccccc3Cl)noc2C)s1,-2,21%,3%,-6%,5%,-9
Cn1c2cc(B(O)O)sc2c2cnn(Cc3c(F)cccc3F)c(=O)c21,.,?,-14%,.,?,.
O=c1[nH]c(/C=C/c2ccccc2)c([N+](=O)[O-])c(=O)[nH]1,-3,10µM*,0%,24%,8%,-12
FC(F)(F)c1cccc(-c2ccn3ncnc3n2)c1,-9,-1%,1%,-2%,0%,-1
CCCNc1c(NS(=O)(=O)c2cccc(C#N)c2)c(=O)oc2ccccc12,-3,-19%,0%,22%,12%,2
C[N+](C)(C)CC(=O)N1CCN(c2ccc3ccccc3n2)CC1,-2,3%,-19%,-21%,18%,-5
O=C(NC(Cc1ccccc1)C(=O)O)/C(=C/c1ccco1)NC(=O)c1cccc([N+](=O)[O-])c1 (configuration not stated),-2,-9%,-29%,8%,10%,42
N#CC1=C(N)Oc2cc(N)ccc2C1c1ccccc1F (configuration not stated),-2,22%,0%,-6%,-13%[0.00184 µM],-11
O=C(CNC(=O)c1ccccc1)N/N=C/c1ccc([N+](=O)[O-])o1,10,?,?,-6%,4.7µM*,1
COC(=O)c1ccccc1NC(=O)c1nc2nc(C)cc(C)n2n1,-4,-18%,6%,1%,-8%,-13
COc1ccc(N(CC(=O)N2CCN(c3ccccc3F)CC2)S(=O)(=O)c2c(C)noc2C)cc1,-1,5.9µM*,-1%&0%,12%,-14%,-5
CCSc1nnc(-c2cc3c(s2)-c2ccccc2CC3)o1,41*,28%,-2%,-9%,35%[activator],73*
Cc1[nH]n(-c2ccc([N+](=O)[O-])cc2)c(=O)c1C=NCCN1CCN(C(=O)C(C)C)CC1,6,50%[activator],0%,4%,40%[activator],-4
O=C(Nc1ccccc1)c1ccccc1Oc1ccc(C(F)(F)F)cc1[N+](=O)[O-],0,17%,1%,-3%,-14%,-13
Cc1ccc(NC(=O)Cc2nnc(SCC(=O)Nc3ccccc3)n2C)cc1,7,23%,-27%,4%,9%,8
Cc1ccsc1C(=O)OCC(=O)Nc1cccc(S(=O)(=O)NC2=NCCCCC2)c1,-4,-18%,6%,6%,-23%,-5
Cc1nc(C(F)(F)F)c(C(=O)NC(=O)Nc2ccccc2)s1,20,-27%,35%,13%,3%,49
COc1ccc(S(=O)(=O)N(CC(=O)NC2CCCCC2)c2ccc(F)cc2)cc1,-1,7.4µM*,3%,.,33%[activator],9

# 3 entries drawn at random from those above, as already listed:
SMILES,CHX counter,Pf growth 96h,Sm TGR block,FBPA Giardia inh,Pf growth 48h,Shiga toxin inh
O=C(NC(Cc1ccccc1)C(=O)O)/C(=C/c1ccco1)NC(=O)c1cccc([N+](=O)[O-])c1 (configuration not stated),-2,-9%,-29%,8%,10%,42
CCc1nc(SCC(=O)N2CCCC2)c2c(=O)n(C)c(=O)n(C)c2n1,-2,-14%,4%,.,-3%,-31
Cc1ccc(C2C3=C(CC(C)(C)CC3=O)NC3=C2C(=O)c2ccccc23)cc1 (configuration not stated),-3,1.9µM*,-24%,-15%,5.2µM*,-3
